LMPTP inh = LMPTP (human) inhibition. P24666. recombinant LMPTP-A, OMFP fluorogenic substrate, fluorescence intensity. inhibition, % at 20 µM. 360,000 tested, 0.22% active. AID 651560;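 active means compounds that cut the enzyme signal by at least half of the control window in the single-dose screen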;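 further: plate controls were DMSO wells with enzyme plus substrate for no effect and substrate without enzyme for full effect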
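Test system – LMPTP-A enzyme · Amount – LMPTP-A at 0.625 nM final in the reaction · Buffer or medium – Bis-Tris pH 6.0, DTT, detergent · Reagent – OMFP 400 µM · Doses – single 20 µM dose · Schedule – reaction 50 min, room temperature, dark · Detection – fluorescence intensity of OMFP turnover product · Evaluation – percent inhibition versus substrate-only and uninhibited controls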
TbMetRS inhib = blocks T. brucei methionyl-tRNA synthetase activity | purified T. brucei MetRS, ATP depletion, Kinase-Glo luminescence | inhibition, % at 11.9 µM | 360,000 tested, 0.4% active | AID 624268;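 active means inhibition above a per-plate cutoff of the control wells' mean inhibition plus 3 SD, cut at about 5.5% in these data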;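 further: 0% = DMSO wells median and 100% = median of wells with control inhibitor compound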
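technique = Kinase-Glo luminescence, ATP depletion format | system = purified MetRS (methionyl-tRNA synthetase) enzyme from Trypanosoma brucei | timing = 15 min preincubation, 2 h reaction, all 25 °C | evaluation = percent inhibition versus plate control medians | dosing = single dose, 11.9 µM final nominal, 0.9% final DMSO | also added = substrates ATP, L-methionine and bulk Escherichia coli tRNA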
Scp1 inh = blocks human Scp-1 phosphatase activity. 340,000 tested, 0.88% active. AID 493091. inhibition, % at 20 µM. Q9GZU7. Recombinant Scp1, phosphopeptide, malachite green phosphate absorbance;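 active means inhibition above about 50% at 20 µM, limit read from the data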;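 further: plate controls were DMSO wells with enzyme for no effect and wells lacking enzyme for full effect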
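Assay system: SCP-1 catalytic fragment, aa 76-261 | Buffer or medium: Tris acetate buffer pH 5.5 with MgCl2 and Tween-20 | Compound: One concentration, 20 µM, with 1.0% DMSO | Also added: Phospho 17-mer peptide substrate | Signal: Absorbance at 630 nm | Incubation: 45 min enzyme reaction at room temperature | Measure: % inhibition of SCP-1 phosphate liberation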
MsrA act = activators of bovine methionine sulfoxide reductase A | purified bovine MsrA, absorbance read-out | activation, % at 10.6 µM | 360,000 tested, 0.3% active; in the data active means activation above about 7.5%;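 further: 0% = vehicle and 100% = reference activator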
E coli Lon inh = inhibitors of E. coli Lon protease; inhibition, % at 7.94 µM; P0A9M0; 360,000 tested, 0.42% active; purified E. coli Lon protease, fluorescence polarization; in the data active means inhibition above about 13%, passing the limit was not always enough;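 further: 0% = enzyme with probe and DMSO and 100% = no enzyme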
Target sequence (P0A9M0 whole entry, looked up): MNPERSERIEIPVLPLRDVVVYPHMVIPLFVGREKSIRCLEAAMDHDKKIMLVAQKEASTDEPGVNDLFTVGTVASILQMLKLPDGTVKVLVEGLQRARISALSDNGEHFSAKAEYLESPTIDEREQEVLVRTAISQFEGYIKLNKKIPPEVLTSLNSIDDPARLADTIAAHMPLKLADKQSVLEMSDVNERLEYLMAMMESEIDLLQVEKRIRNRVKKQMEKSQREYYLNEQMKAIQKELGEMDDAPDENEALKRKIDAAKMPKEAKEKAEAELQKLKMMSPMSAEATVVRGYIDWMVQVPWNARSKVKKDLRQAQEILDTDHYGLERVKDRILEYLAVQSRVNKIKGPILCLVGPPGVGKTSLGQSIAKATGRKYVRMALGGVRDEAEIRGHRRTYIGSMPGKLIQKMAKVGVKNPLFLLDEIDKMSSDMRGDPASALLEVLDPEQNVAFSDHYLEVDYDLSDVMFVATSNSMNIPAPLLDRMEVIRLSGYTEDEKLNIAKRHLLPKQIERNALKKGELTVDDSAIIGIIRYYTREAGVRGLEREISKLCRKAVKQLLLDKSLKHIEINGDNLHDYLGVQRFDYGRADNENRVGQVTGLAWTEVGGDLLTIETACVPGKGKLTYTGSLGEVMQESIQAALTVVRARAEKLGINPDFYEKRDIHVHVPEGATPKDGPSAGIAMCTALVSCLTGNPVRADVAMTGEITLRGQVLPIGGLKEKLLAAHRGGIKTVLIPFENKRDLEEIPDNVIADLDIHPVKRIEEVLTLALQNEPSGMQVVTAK
CendR NRP1 mod = alters CendR peptide binding to human NRP-1. O14786. FAM-RPARPAR peptide binding to NRP-1, fluorescence polarization. inhibition, % at 25 µM. 360,000 tested, 0.85% active. AID 602438;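 active means inhibition or corrected inhibition above about 18%, plus a signal ratio from 0.5 to 1.5, limit read from the data, passing the limit was not always enough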; further: strong numbers were not always called active
DNMT1 block = DNMT1 (human) enzyme inhibition. P26358. DNMT1 molecular beacon, Hinp1I cleavage, fluorescence. inhibition (reported as % activation of signal), % at 10 µM. 360,000 tested, 0.83% active; in the data active means inhibition above about 50%
MsrA inhibitor = inhibits bovine methionine sulfoxide reductase A; 360,000 tested, 0.75% active; purified bovine MsrA, absorbance read-out; inhibition, % at 15.5 µM; AID 651718; in the data active means inhibition above about 4.5%;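 further: 0% = vehicle wells with enzyme and 100% = reference inhibitor wells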
SUMO1 PPI mod = SUMO1-SIM interaction modulation; 360,000 tested, 0.33% active; inhibition, % at 20 µM; SUMO1 binding to a labelled peptide, TR-FRET, 1 h; in the data active means inhibition above about 37%
STEP inh = blocks human striatal-enriched tyrosine phosphatase; 360,000 tested, 0.25% active; P54829; inhibition, % at 20 µM; recombinant STEP, OMFP fluorogenic substrate, fluorescence;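 active means inhibition at 20 µM, scaled per plate between control wells, above about 37%, limit read from the data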;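 further: 0% = DMSO with enzyme and substrate and 100% = substrate only without enzyme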
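Assay system: isolated STEP enzyme. Buffer or medium: pH 6.0 Bis-Tris with DTT and Tween 20. Also added: fluorogenic phosphatase substrate OMFP at 25 µM final. Dosing: 20 µM, 1% DMSO. Timing: 20 min reaction, room temperature, in the dark. Measured by: fluorescence intensity, excitation 480 nm, emission 540 nm. Evaluation: normalized % inhibition.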
* marks the source's active call; other numbers are inactive results; x = no result given.

No.	Compound	LMPTP inh	TbMetRS inhib	Scp1 inh	MsrA act	E coli Lon inh
1	Cc1cc2nc(SCC(=O)O)nc(C)c2cc1C	-0.8	0.0	-2	-2	-1
2	COc1ccc(NC(=O)Cn2cccc2)c(OC)c1	-0.4	-0.1	-1	-3	0
3	NC(=O)CC(NC(=O)Cc1ccc(Br)cc1)c1ccc(N2CCc3ccccc3C2)c([N+](=O)[O-])c1 (centres undefined)	1.5	-0.3	-6	-1	-1
4	C=C1CCC2C(C)(C)[C@@H](O)CC[C@@]2(C)[C@@H]1COc1ccc2ccc(=O)oc2c1 (some centres undefined)	3.7	0.7	2	-2	2
5	COCCN(C(=S)Nc1ccc(Cl)cc1OC)C1CCN(C(C)=O)CC1	1.3	-0.3	4	-3	-1
6	C=CCN1C(=O)c2ccc(C(=O)OCC(=O)N(C)C3CCCCC3)cc2C1=O	-1.1	-0.3	0	-7	-1
7	O=C(COC(=O)c1cnc(Cl)c(Cl)c1)NCCC1=CCCCC1	-0.7	-0.8	-1	1	-1
8	O=C(CN1CCCC1=O)NC1C2CC3CC(C2)CC1C3 (centres undefined)	-0.2	-0.2	-1	-5	2
9	Cc1ccc(CN2CCNC(=O)C2CC(=O)NCc2csc(C(C)C)n2)cc1 (centres undefined)	-1.6	-0.6	1	-11	8
10	COC(C[C@H]1O[C@H]1[C@@H](O)COCc1ccccc1)OC	0.2	-0.3	12	-1	-2
11	Cc1ccccc1C(N)=O	-0.1	-0.6	-9	-7	3
12	Cc1cc(Cl)ccc1OCC(=O)NNC(=O)c1cnccn1	-1.6	-0.7	-4	-4	10

No.	CendR NRP1 mod	DNMT1 block	MsrA inhibitor	SUMO1 PPI mod	STEP inh
1	-7	2	1.9	0	-1
2	-8	-1	0.6	3	2
3	-2	-1	1.1	-11	0
4	1	-6	1.0	-4	-5
5	-2	1	-1.3	1	4
6	1	0	0.2	1	7
7	-5	-1	-1.4	4	2
8	-9	6	1.8	-3	1
9	0	-3	-0.6	-3	-2
10	7	1	-0.4	1	-2
11	-1	-1	0.6	4	5
12	0	-2	0.4	0	0

The list goes on, starting with the last 4 of the part before.
No.	Compound	LMPTP inh	TbMetRS inhib	Scp1 inh	MsrA act	E coli Lon inh
9	Cc1ccc(CN2CCNC(=O)C2CC(=O)NCc2csc(C(C)C)n2)cc1 (centres undefined)	-1.6	-0.6	1	-11	8
10	COC(C[C@H]1O[C@H]1[C@@H](O)COCc1ccccc1)OC	0.2	-0.3	12	-1	-2
11	Cc1ccccc1C(N)=O	-0.1	-0.6	-9	-7	3
12	Cc1cc(Cl)ccc1OCC(=O)NNC(=O)c1cnccn1	-1.6	-0.7	-4	-4	10
13	C[n+]1ccccc1C1CCCC/C1=N\NC(N)=S (centres undefined)	-1.1	-1.2	113*	-12	-10
14	CCOC(=O)Cn1nnc(-c2ccc(SC)cc2)n1	-1.2	1.1	-6	-3	-9
15	c1cnc2nc3c4ccccc4c4ccccc4c3nc2c1	8.4	-0.8	13	-11	-10
16	CS(=O)(=O)N(Cc1ccccc1)c1ccc(C(=O)Nc2cccnc2)cc1	0.3	-0.7	-9	-5	2
17	CC(=O)Nc1cccc(NC(=O)c2ccc(Br)cc2)c1	0.2	0.4	-6	-5	3
18	Oc1c(N=NC(=S)Nc2ccccc2F)c2ccccc2n1Cc1ccc(Cl)cc1	1.8	-0.4	-21	-3	-6
19	CC(=O)c1cc2cccc(OC3(C)CCN(Cc4ccc5ccccc5c4)C3)c2o1 (centres undefined)	2.4	0.1	x	-2	-5
20	CCCCCCOC1(c2ccccc2)OC(=O)c2ccccc21 (centres undefined)	4.5	-0.1	-11	-7	0
21	CCOc1ccc(CCNC(=O)c2nnn(CC(=O)Nc3ccc(C)cc3)c2N)cc1OCC	-2.2	-0.4	-1	1	-7
22	Cn1c(=O)[nH]c(=O)c2c1nc(CN1CCN(Cc3ccccc3)CC1)n2CC(N)=O	-0.1	-0.6	0	-2	-1
23	Cc1ccc(N2C(=O)N3[C@H](c4ccc(F)cc4)[C@@H]4C(=O)N(C5CCCCC5)C(=O)[C@@H]4[C@]3(C)C2=O)cc1	0.0	0.1	-8	0	12

No.	CendR NRP1 mod	DNMT1 block	MsrA inhibitor	SUMO1 PPI mod	STEP inh
9	0	-3	-0.6	-3	-2
10	7	1	-0.4	1	-2
11	-1	-1	0.6	4	5
12	0	-2	0.4	0	0
13	4	8	0.4	-2	0
14	10	-7	0.0	0	5
15	-7	52*	0.3	36	-2
16	-9	1	-0.7	12	1
17	2	0	1.0	-2	0
18	-4	-2	1.3	-2	6
19	-5	-4	-0.1	-17	-1
20	-5	6	x	-3	1
21	13	5	x	3	-1
22	3	12	-0.4	4	0
23	10	6	x	-3	0

Screening data from PubChem BioAssay.
